# Bioassay records: PubChem BioAssay, National Center for Advancing Translational Sciences (NCATS)
# B2AR arrestin = beta2AR (human) beta-arrestin recruitment activity | beta-arrestin recruitment to beta2AR, cell-based reporter | AID 492947 | actives 0.02% (n = 330,000) | Potency, µM (doses to about 46.1 µM), for the others: top-dose activation, usual class: activators | P07550;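 further: potency means the concentration at half of the fitted maximal effect; 0% = DMSO controls and full agonism = EC100 isoproterenol or metaproterenol; nearly all actives have a fitted effect of over 65% in size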
# Target sequence (P07550 whole entry, looked up): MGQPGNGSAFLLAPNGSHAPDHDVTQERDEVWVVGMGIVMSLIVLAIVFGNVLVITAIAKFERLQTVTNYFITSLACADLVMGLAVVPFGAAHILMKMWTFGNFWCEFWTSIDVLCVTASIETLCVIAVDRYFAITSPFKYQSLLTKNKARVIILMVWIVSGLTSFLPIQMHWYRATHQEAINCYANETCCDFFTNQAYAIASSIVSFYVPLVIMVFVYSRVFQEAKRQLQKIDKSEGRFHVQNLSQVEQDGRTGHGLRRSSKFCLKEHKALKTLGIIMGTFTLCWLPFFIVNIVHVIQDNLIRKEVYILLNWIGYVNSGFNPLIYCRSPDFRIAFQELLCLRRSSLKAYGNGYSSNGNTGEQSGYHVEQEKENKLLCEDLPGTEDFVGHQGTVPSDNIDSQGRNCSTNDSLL
# USP2a block = USP2a (human) protease inhibition; O75604; USP2 core, Ub-CHOP2 coupled fluorogenic reporter, 485/531; Potency, µM (doses to about 38.3 µM), without a hit: at the top dose activity change, negative = inhibition, most hits filed as inhibitors; actives 0.01% (n = 330,000);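 further: potency means the concentration at half of the fitted maximal effect; plate controls were DMSO wells for no effect and full inhibition by NEM control for full effect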
#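 USP2 core (10nM final) preincubated 30min RT with compound in 20mM Tris-HCl pH 8.0, 2mM CaCl2, 2mM beta-mercaptoethanol, 0.05% CHAPS; 25nM Ub-CHOP2 plus 25nM reporter substrate added, fluorescence (Ex485/Em531) read after 60min.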
# ELG1 genotox = genotoxicity induction in ELG1-luciferase HEK293T cells | HEK293T ELG1-luciferase reporter, luminescence, 16 h | Potency, µM (series often up to 46 µM), for inactives: at the top dose activity change, positive = activation, actives largely listed as activators | actives 1.3% (n = 330,000) | AID 504466; further: potency means the concentration at half of the fitted maximal effect; % of control where 0% means no effect; nearly all actives have a fitted effect of over 60% in size
#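 16 hr compound incubation (37 °C, 5% CO2) of HEK293T cells carrying luciferase-tagged ELG1; luciferase then measured by ONE-Glo luminescence after 30 min at RT.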
# Integrin act MD = activates integrin-mediated alleviation for muscular dystrophy. actives 0.064% (n = 350,000). Potency, µM (series often up to 38.3 µM), without a hit: at the highest dose activation, usual class: activators. alpha7betagal myoblasts, beta-gal FDG fluorescence, 48 h;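 further: potency means the concentration at half of the fitted maximal effect; 100% = response of the positive control SU9516; nearly all actives have a fitted effect of over 60% in size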
#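 alpha7betagal+/- myoblasts (passage 13, 250/well) treated 48 h at 37C with compounds at 1:260 dilution of DMSO stock. Lysed, then beta-galactosidase activity read as FDG fluorescence (ex 480/em 540) after 30 min, with pre-read for autofluorescence.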
# Eya2 inh = blocks the phosphatase activity of human Eya2 | O00167 | actives 0.006% (n = 330,000) | Potency, µM (titrated, usually from 76.9 µM), for inactives: at the top dose activity, negative = inhibition, hits mostly inhibitors | AID 488837 | recombinant Eya2, OMFP fluorescence dephosphorylation (OMFP is methylfluorescein phosphate); further: potency means the concentration at half of the fitted maximal effect; on the % scale 0 is the no-effect control and ±100 the full control effect
#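 Eya2 (0.2 uM) preincubated 10 min at ambient with compound, then OMFP substrate added at 50 uM; 10 min reaction in 50 mM HEPES pH 7.5, 50 mM NaCl, 5 uM MgCl2, 0.05% BSA, 1 mM DTT. Fluorescence read at Ex 485/Em 525 nm.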
# BRCA1 expr up = BRCA1 expression activation; MCF7-BRCA1-FFLuc reporter, luminescence, 48 h; response scale: scaled: vehicle 0%, 10 µM genistein 100%; Potency, µM (series often up to 46.1 µM), without a hit: at the top dose activation, actives largely listed as activators; actives 1.1% (n = 380,000); further: potency means the concentration at half of the fitted maximal effect; nearly all actives have a fitted effect of over 80% in size; some results filed as inactive show a strong effect at the top dose
#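 Using MCF7 cells harboring a BRCA1 firefly luciferase reporter, plated 2 h before compound pinning, the screen measured luminescence after 48 h incubation. Responses were normalized to DMSO and 10 microM genistein, then fitted for concentration-effect.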
# TRPV1 agonist = agonists of human vanilloid receptor 1 (TRPV1) | actives 0.19% (n = 320,000) | activation, % at 8.33 µM | Q8NER1 | TRPV1-expressing cells, Fluo-8 calcium influx, agonist mode; in the data active means activation above about 80%; inconclusive means between about 30% and that limit; further: 0% is about no effect
#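 TRPV1-expressing cells were cultured overnight at 35.5C and loaded with Fluo-8 calcium dye for 40 to 90 min at room temperature. After a 10 s baseline, compound was added and calcium influx was read kinetically for 3 min (ex 480/em 520 nm).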
# p53 reactivator = mutant p53 re-activation in reporter cells; AID 504706; H1299 p53-A138V BP100-luciferase reporter, luminescence, 24 h; Potency, µM (series often up to 92.2 µM), for inactives: at the highest dose activity change, positive = activation, usual class: activators; actives 0.063% (n = 320,000); further: potency means the concentration at half of the fitted maximal effect; % of control where 0% means no effect; nearly all actives have a fitted effect of over 45% in size
#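 p53-null H1299 cells stably carrying temperature-sensitive p53-A138V and a BP100-luciferase reporter were pinned with compounds (4-point, 1:5 series) and held 24 hrs at 37 deg C. Luminescence was read 10 min after detection reagent.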
# uPA surface inh = cell surface uPA generation inhibition; cell surface uPA generation assay, qHTS; Potency, µM (titrated, usually from 38.3 µM), inactives show at the highest dose activity change, negative = inhibition, actives largely listed as inhibitors; actives 0.31% (n = 330,000); active means well fitted inhibition curve with a large enough effect; inconclusive means small, poorly fitted or top-dose-only effect; inactive means no such curve, though single readings can be large or run the other way; tested in mouse RAW 264.7 cells; further: potency means the concentration at half of the fitted maximal effect; on the % scale 0 is the no-effect control and ±100 the full control effect; nearly all actives have a fitted effect of over 55% in size
# ASM inhibitor = blocks human secretory acid sphingomyelinase. actives 0.006% (n = 340,000). P17405. AID 504937. placental ASM, HMU-PC fluorogenic substrate, 60 min. Potency, µM (highest dose often 57.5 µM), without a hit: at the top dose activity change, negative = inhibition, hits mostly inhibitors; further: potency means the concentration at half of the fitted maximal effect
# Target sequence (P17405 47-631 limits assumed): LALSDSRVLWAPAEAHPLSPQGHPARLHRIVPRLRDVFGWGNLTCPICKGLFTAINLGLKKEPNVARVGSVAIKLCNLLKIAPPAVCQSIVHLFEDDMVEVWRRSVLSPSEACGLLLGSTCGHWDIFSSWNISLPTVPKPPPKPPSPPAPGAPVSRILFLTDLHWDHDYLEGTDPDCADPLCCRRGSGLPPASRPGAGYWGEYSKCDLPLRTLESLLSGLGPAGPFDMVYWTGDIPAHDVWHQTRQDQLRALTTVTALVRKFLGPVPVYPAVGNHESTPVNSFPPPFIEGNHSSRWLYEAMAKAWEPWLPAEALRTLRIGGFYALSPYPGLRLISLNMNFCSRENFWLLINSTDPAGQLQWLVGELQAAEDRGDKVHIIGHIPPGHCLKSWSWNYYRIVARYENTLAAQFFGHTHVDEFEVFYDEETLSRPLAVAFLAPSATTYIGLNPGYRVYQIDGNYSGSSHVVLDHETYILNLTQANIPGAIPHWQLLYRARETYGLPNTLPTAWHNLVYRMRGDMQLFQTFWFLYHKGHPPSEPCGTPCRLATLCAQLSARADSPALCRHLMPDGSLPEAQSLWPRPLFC
#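 qHTS format. ASM enzyme prepared from human placenta hydrolyses the fluorogenic substrate HMU-PC0 (9 uM final) over 60 min at 37 °C after a 10 min compound preincubation.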
# PTAP TSG101 blk = blocks PTAP/TSG101 interaction to inhibit HIV-1 budding | Q99816 | Fluorescence polarization, FITC-PTAP peptide / Tsg101 binding | Potency, µM (series often up to 115 µM), without a hit: at the highest dose activity change, negative = inhibition, usual class: inhibitors | 340,000 tested, under 10 active; active means well fitted inhibition curve with a large enough effect in the main read-out, with a control signal flat, not every such curve was filed as active; inconclusive means small, poorly fitted or top-dose-only effect, or effect the other way, or a change in a side signal; inactive means no such curve, though single readings can be large or run the other way; further: potency means the concentration at half of the fitted maximal effect; % of control where 0% means no effect
#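 Compounds were pin-transferred onto Tsg101 binding domain (10 uM final) in HEPES pH 7.5 buffer, then FITC-PTAP peptide was added at 50 nM final. After 20 min at RT, polarization reported peptide displacement across a qHTS concentration series.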
# * = called active by the depositor; ? = inconclusive; nt = not tested or not shown; [ ] = remark or other dose. Unless noted, the call rests on the fitted dose curve; in most records, active means well fitted curve in the direction sought with a large enough effect; inconclusive means small, poorly fitted or top-dose-only effect, or another doubt; inactive means no such curve, though single readings can be large; an effect the other way counts as inactive or inconclusive. Outcome played no part in choosing rows; 2.6% or so of the library scored in one or more.
SMILES,B2AR arrestin,USP2a block,ELG1 genotox,Integrin act MD,Eya2 inh,BRCA1 expr up,TRPV1 agonist,p53 reactivator,uPA surface inh,ASM inhibitor,PTAP TSG101 blk
N#CCc1c[nH]c2ccc([N+](=O)[O-])cc12,nt,nt,nt,-18%,nt,8%,nt,nt,6%,-19%,-8%
O=C(/C=C/c1ccc(F)cc1)NCCc1ccc2c(c1)OCCO2,-0.7%,0%,-1%,4%,1%,-3%,?,-6%,1%,5%,1%
N/C(CN1CCCCC1)=N\S(=O)(=O)c1cc(Cl)cc(Cl)c1,-0.4%,2%,-2%,-36%,17%,10%,10,-2%,1%,6%,-4%
O=C1c2cc(O)c(O)cc2S(=O)(=O)C1c1ccccc1 (centres undefined),8.9%,1%,3%,-3%,4%,7%,3,-10%,9%,2%,-8%
CCOC(=O)c1cccc(NC(=O)C2CCN(S(=O)(=O)c3cnc[nH]3)CC2)c1,-0.2%,4%,6%,4%,0%,2%,nt,0%,-2%,0%,-3%
Cc1ccc(S(=O)(=O)CC(O)COc2ccc(F)cc2Cl)c(C)c1 (centres undefined),-0.1%,2%,1%,14%,-12%,7%,7,-3%,-1%,-1%,2%
Cc1cc(C)nc(SCCN2CCOCC2)n1,-0.2%,-1%,-1%,17%,28%,-1%,-2,3%,0%,0%,-6%
COc1ccc([N+](=O)[O-])cc1Nc1c2ccccc2nc2ccccc12,-0.4%,3%,13%,-55%[inhibitor],6%,-60%,6,0%,?,-12%,5%
CCOc1cc(CNCc2cc(OC)cc(OC)c2)ccc1OC,0.2%,0%,3%,0%,-21%,-39%,2,nt,-10%,-2%,0%
O=C(N/N=C/c1cccc(F)c1)c1cc(-c2ccco2)nc2ccccc12,-2.9%,?,8%,-17%,12%,-16%,0,12%,-17%,29%,-4%
CCC(C)NC(=O)CNC(=S)N(CCCN1CCOCC1)Cc1cccs1 (centres undefined),-0.2%,0%,3%,16%,1%,-28%,1,-13%,-6%,4%,-3%
NNC(=O)c1cccn(Cc2ccc(Cl)cc2Cl)c1=O,0.4%,2%,-7%,-1%,-1%,-26%,-2,0%,-9%,-1%,-9%
O=C(COc1cc(Cl)ccc1Cl)Nc1nnc(CC(=O)N2CCOCC2)s1,-0.2%,1%,-1%,14%,-15%,-3%,-2,6%,2%,2%,-3%
COc1ccc2[nH]c(C(=O)N3CCCN(Cc4ccc(F)cc4)CC3)cc2c1,-0.7%,-1%,-4%,-24%,7%,-29%,13,-4%,-6%,-2%,-4%
Nc1ccc(Nc2nc(-c3cc4ccccc4oc3=O)cs2)cc1,-0.1%,2%,?,17%,-2%,-5%,11,9%,-4%,-10%,-4%
Cc1nc(NCCNC(=O)c2ccco2)c2c(C)c(C)sc2n1,-0.1%,0%,-1%,-10%,-1%,-16%,9,-21%,11%,4%,-3%
O=S(=O)(NCCOCC(F)(F)C(F)F)c1ccc2oc3ccccc3c2c1,-0.1%,5%,-8%,-28%,-12%,-15%,1,23%,0%,-17%,-4%
Cc1ccc(C)c(OCCCC(=O)Nc2ccc(N3CCOCC3)cc2)c1,0.0%,-2%,0%,nt,8%,nt,-3,4%,nt,nt,nt
COc1ccc(CCNC(=O)c2nnn(CC(=O)Nc3cccc(F)c3)c2N)cc1OC,0.3%,1%,-8%,0%,-4%,-29%,2,-1%,-2%,0%,6%
COc1ccc(CCNC(=O)C2CC(=O)N(c3ccccc3)C2)cc1OC (centres undefined),-0.2%,1%,-5%,-1%,-3%,4%,3,16%,3%,0%,2%
CC[N+](CC)(CC#Cc1ccccc1)CC(=O)c1ccc(Cl)cc1,-0.7%,3%,-4%,-52%[inhibitor],2%,-69%,0,0%,-4%,-4%,-5%
CCOC(=O)N1CCC(c2cc(=O)n(-c3ccccc3)[nH]2)CC1,0.1%,2%,-5%,?,-12%,-4%,13,-1%,1%,-1%,-7%
COc1ccccc1CC(=O)N1CCC(CCC(=O)NC2CC2)CC1,-0.1%,4%,-4%,15%,6%,-2%,0,-1%,-1%,5%,-5%
CCOC(=O)NN=C1CN(S(=O)(=O)c2ccc(C)cc2)C1,-0.3%,2%,14%,-25%,3%,-6%,-1,-4%,2%,1%,2%
O=C(NCCc1ccccc1)c1ccc(-c2ccccc2Cl)o1,-0.3%,2%,17%,38%,4%,?,?,?,5%,-13%,0%
CC1CC(C)CN(C(=O)CCNC(=O)Cn2cnc3ccccc3c2=O)C1 (centres undefined),-0.1%,0%,4%,-20%,5%,0%,5,-1%,0%,-19%,-4%
CN(C)C(=O)c1ccc(NC(=O)c2cccc(S(=O)(=O)N3CCN(Cc4ccccc4)CC3)c2)cc1,nt,nt,nt,-17%,nt,-11%,nt,nt,-9%,2%,-1%
COc1cccc([C@@H]2Oc3ccc(OC)cc3C(=O)[C@H]2OC(=O)NCc2ccc3c(c2)OCO3)c1,0.0%,0%,?,nt,1%,nt,16,29%,nt,nt,nt
Cc1nn(CC(=O)NCCc2ccc(Cl)cc2)c(C)c1[N+](=O)[O-],-0.8%,1%,1%,5%,-12%,-14%,0,-5%,1%,2%,-2%
COC(=O)c1ccc(CSc2nnc(CNC(=O)c3cccs3)o2)o1,0.0%,-2%,1%,11%,-38%,0%,-2,-1%,0%,3%,-3%
Cn1c(=S)sc2ccc3ccccc3c21,nt,nt,nt,6%,nt,44%,nt,nt,5%,-1%,-3%
O=C(CNC(=O)c1ccco1)NCC(=O)OCc1ccc(F)cc1,0.3%,4%,0%,-1%,-4%,-4%,-2,-1%,-1%,2%,-3%
CCOC(=O)CSc1ncc(OC)c(Sc2ccc(OC)cc2)n1,0.1%,3%,-2%,-4%[7.66 µM],1%,-23%,-1,13%,2%,-3%,-6%
Cn1cnc(C(=O)N2CCN(C(=O)OC(C)(C)C)CC2)c1C(=O)N1CCN(C(=O)OC(C)(C)C)CC1,0.1%,1%,5%,-9%,4%,-3%,-6,6%,-5%,0%,-1%
O=C(COC(=O)CSc1cc(Cl)ccc1Cl)NCc1ccc2c(c1)OCO2,-0.3%,1%,-2%,-8%,2%,2%,9,-6%,0%,-4%,-2%
O=C(Nc1ccc(Br)cn1)c1ccc2ccccc2c1,-0.2%,4%,?,-17%,-4%,5%,?,?,?,-3%,0%
CCC1CCc2sc(C(=O)NCC(c3ccccc3OC)N3CCCC3)cc2C1 (centres undefined),-0.9%,2%,-3%,-33%,6%,-25%,4,-6%,-12%,-1%,-1%
CN(C)c1cc(=O)n2c(n1)SCCC2,-0.3%,2%,-2%,-5%,-5%,2%,-3,4%,5%,0%,0%
NC(=O)CC(NC(=O)Cc1ccc(Br)cc1)c1ccc(NCC2CC2)c([N+](=O)[O-])c1 (centres undefined),-0.2%,2%,4%,24%,-11%,2%,1,-9%,?,-8%,8%
Cn1c(=O)c2c(ncn2CCCNC2=CC(C)(C)CC(=O)C2)n(C)c1=O,-0.3%,0%,-4%,nt,2%,nt,-1,-6%,nt,nt,nt
CCCCc1ccc(NS(=O)(=O)c2c(C)n(C)c(=O)n(C)c2=O)cc1,0.4%,0%,1%,-18%,?,37%,1,nt,-21%,2%,-2%
O=C(CSc1nnc(NC(=O)c2ccccc2Cl)s1)Nc1ccc2c(c1)oc1ccccc12,0.3%,3%,?,nt,-2%,nt,0,?,nt,nt,nt
CC(C)(CNC(=O)C1CCCC1)CNC(=O)C1CCCC1,-0.1%,-5%,-1%,2%,-10%,-6%,2,-4%,-2%,-6%,-3%
O=c1cc(CN2CCOCC2)c2cc(Cl)ccc2o1,-0.3%,0%,5%,-41%,-6%,22%,6,-5%,1%,5%,1%
CN1C=CC(=O)[C@@H](OC(=O)Nc2ccc(Br)cc2)[C@H]1c1ccccc1Br,nt,nt,nt,-3%,nt,-23%,nt,nt,?,-4%,-9%
Cc1ccc(C(=O)N/C(=C/c2ccccc2)C(=O)NCc2ccncc2)cc1,0.1%,2%,0%,-34%,16%,-13%,14,-3%,10%,1%,-1%
Cc1cc(C(=O)N/N=C/c2ccc(-c3ccc(C)c(Cl)c3)o2)n[nH]1,-0.3%,-1%,5%,5%,-17%,-8%,0,0%,5%,370%[activator],0%
O=C1N(Cc2cccnc2)C[C@@H]2C[C@@H](c3cccc(OCc4ccccc4)c3)N3CCC[C@@]123,0.5%,1%,-7%,-21%,11%,-27%,-1,-4%,3%,1%,1%
O=C(c1coc2ccc(O)cc12)C1CC1,0.2%,0%,0%,5%,21%,53%,-1,?,-2%,2%,-2%
CC(=O)N=Cc1c(C)c(C#N)c(=O)n(C)c1O,-0.1%,-1%,5%,?,-8%,17%,-2,0%,23%,3%,0%
